Autophagy HCS – alters autophagy in cells | AID 463193 | calls only at 10 µM (by protocol) | 190,000 compounds, 0.98% hits | MEF GFP-LC3 puncta imaging; test concentration mostly 10 µM;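 active means percentage of spot-positive cells more than 3 SD above its plate mean, without a fluorescence outlier flag or 80% toxicity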;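 further: spot-positive cell cutoff set from DMSO-treated cells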
b-catenin transl – modulators of beta-catenin nuclear translocation. HeLa beta-catenin nuclear translocation, immunofluorescence imaging. nuclear translocation activity, % at 5 µM. 190,000 compounds, 0.3% hits;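 active means nuclear translocation activity above 50% at 5 µM, with a well cell count of 50 or more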;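 further: per-cell ratio of nuclear to cytoplasmic median beta-catenin stain intensity; plate controls were DMSO negative control for no effect and GSK-3 inhibitor IX positive control for full effect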
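Test system: HeLa cells, endogenous beta-catenin; Compound: single 5 µM dose plus 0.02–20 µM confirmation series; Times: compound exposure 24 h at 37°C; Signal: fluorescence imaging of beta-catenin antibody stain plus DAPI; Read-out: % activation, nuclear-to-cytoplasmic median beta-catenin signal ratio per cell.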
MT stabilizer – stabilizes microtubules in HeLa cells | AID 2205 | HeLa tubulin immunostaining HCS, 24 h; share of cells brighter than vehicle mean+2SD | % tubulin-high responders, % at 10 µM | 200,000 compounds, 0.83% hits;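 active means plate Z-score above 3 for both tubulin-high and condensed-nucleus cell shares, with cell loss under 80%, at 10 µM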;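 further: anti alpha tubulin signal scored within the nucleus-defined area of each cell; some results filed as inactive read as strong as hits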
Hep lipid drop – hepatic lipid droplet formation modulation | AML12 mouse hepatocytes, oleate lipid droplets, BODIPY imaging | inhibition, % at 6.5 µM | 240,000 compounds, 0.4% hits | AID 1656;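 active means lipid droplet intensity inhibited by at least 50%, with more than 500 cells counted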
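Test system: AML12 mouse liver cells; schedule: overnight exposure; technique: high-content imaging of BODIPY-stained droplets and DAPI nuclei; read-out: % inhibition of corrected integrated BODIPY droplet signal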
NOD2 inhibition – NOD2 signaling inhibitors, cell-based, luminescence, uHTS, HEK293 (AID 1566). HEK293 NOD2/NF-kB luciferase reporter, luminescence; higher % means a stronger effect. 290,000 compounds, 0.63% hits. inhibition, % at 4 µM, or EC50 in µM where a hit was titrated; in the data active means inhibition above about 50%; further: many of its hits are not listed in these tables
WT yeast gro inh – growth inhibition of WT yeast, mitochondrial fusion screen; mitochondrial fusion phenotypic screen, WT strain; inhibition, % at 10 µM; 190,000 compounds, 2.1% hits; in the data active means inhibition above about 58%; tested in S. cerevisiae
Ins promoter up – MIN6 insulin promoter up-regulation. 190,000 compounds, 0.3% hits. MIN6 insulin promoter-GFP reporter, high-content imaging; active compounds read high. z-score at 5 µM;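 active means z-score above 3 at 5 µM with at least 500 cells counted in the well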
Dynein transport – blocks dynein driven cargo transport along microtubules. 3617.4 mouse cells, GR-EGFP nuclear translocation imaging; test concentration mostly 20 µM; stimulated with dexamethasone, 1 µM; active compounds read low. 220,000 compounds, 0.47% hits. z-score, hits read low;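 active means plate z-score of nuclear minus cytoplasmic receptor signal below a set negative limit, without overly bright fluorescence or cell loss, cut at about -3.5 in these data, passing the limit was not always enough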;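 further: z-score of nuclear minus cytoplasmic ring GR-EGFP intensity difference per well; some compounds called inactive have numbers as strong as hits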
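Buffer or medium: Induction medium lacking tetracycline, stripped serum | Also added: Dexamethasone agonist, 1.0 µM final, for 30 min | Timing: 48 h induction, 1 h compound, 30 min dex at 37 °C | Detection: Formaldehyde fixation, Hoechst nuclear stain, 10x automated fluorescence imaging | Measure: Nuclear versus cytoplasmic GR-EGFP signal, averaged per well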
Yfh1-off respiration – mitochondrial function rescue without frataxin homolog – Friedreich's ataxia, plus single-dose screen, dose response (AID 1465); one-dose fold induction at 50 µM; EC50 in µM for titrated hits; 220,000 compounds, 0.074% hits; S. cerevisiae Yfh1-off respiration, WST-1 reduction, 72 h; higher fold induction means a stronger effect;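 active means fold induction of absorbance versus untreated yeast above a set limit, then at least 30% activation at any dose in follow-up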;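 further: activators that raise dye reduction in frataxin-depleted yeast; strong numbers were not always called active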
WT yeast gro inh mutant strain – further read-out of WT yeast gro inh, marked with its call; inhibition, %; mitochondrial fusion phenotypic screen, mutant strain inhibition
Dynein transport cytoplasmic EGFP – second read-out of Dynein transport, no call of its own (marks repeat the call); z-score; measured here: cytoplasmic GR-EGFP intensity; active compounds read high
Dynein transport nuclear GR-EGFP – second read-out of Dynein transport, no call of its own (marks repeat the call); z-score; measured here: nuclear GR-EGFP intensity;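 lower value marks the stronger effect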
Dynein transport cell count – recorded beside Dynein transport, whose call it bears; z-score; measured here: cell count per field
Ins promoter up cell count – also measured in Ins promoter up; calls as there; cell count; measured here: cytotoxicity, nuclei count;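 total cells summed across four imaged fields per well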
Hep lipid drop cells 6.5 µM – second read-out of Hep lipid drop, no call of its own (marks repeat the call); cell count; measured here: cell count, cytotoxicity flag;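 cells counted across two imaged fields per well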
b-catenin transl cell count 5 µM – also measured in b-catenin transl; calls as there; cell count; measured here: cell count, cytotoxicity flag
MT stabilizer Hoechst-high % – further read-out of MT stabilizer, marked with its call; % Hoechst-high responders; measured here: nuclear condensation Hoechst responders;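 share of cells brighter than vehicle mean plus two SD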
MT stabilizer cytotoxicity % – also measured in MT stabilizer; calls as there; toxicity, %; measured here: cytotoxicity by cell density;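 0% = mean cell density of plate MIN control wells and 100% = no cells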
Autophagy HCS cell loss 18 h – also measured in Autophagy HCS; calls as there; toxicity, %; measured here: cell loss, nuclei count;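 cell loss after 18 h compound exposure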
The depositor's hits bear a star. An excerpt, so the mix of outcomes need not match the whole.

What do the screens show for `O=C(COc1ccc(Cl)cc1)NCc1nnc(SCC(=O)NCCc2ccccc2)o1`?
Autophagy HCS: inactive; b-catenin transl: -2.7; MT stabilizer: 3.7; NOD2 inhibition: 7%; WT yeast gro inh: -2; Ins promoter up: -0.27; Dynein transport: 0.11; Yfh1-off respiration: inactive; WT yeast gro inh mutant strain: -8; Dynein transport cytoplasmic EGFP: -0.25; Dynein transport nuclear GR-EGFP: -0.1; Dynein transport cell count: 0.21; Ins promoter up cell count: 1471; b-catenin transl cell count 5 µM: 1019; MT stabilizer Hoechst-high %: 2.9; MT stabilizer cytotoxicity %: 5.9; Autophagy HCS cell loss 18 h: 1

What do the screens show for `O=C(NNS(=O)(=O)c1cccc(Cl)c1)c1cc(-c2ccc(F)cc2)nc2ccccc12`?
Autophagy HCS: inactive; b-catenin transl: -0.5; MT stabilizer: 1.3; NOD2 inhibition: 0%; WT yeast gro inh: 7; Ins promoter up: 0.39; Dynein transport: -0.52; Yfh1-off respiration: inactive; WT yeast gro inh mutant strain: 6; Dynein transport cytoplasmic EGFP: -0.24; Dynein transport nuclear GR-EGFP: -0.1; Dynein transport cell count: 0.24; Ins promoter up cell count: 1461; b-catenin transl cell count 5 µM: 1507; MT stabilizer Hoechst-high %: 1.3; MT stabilizer cytotoxicity %: 7.0; Autophagy HCS cell loss 18 h: 21

What do the screens show for `CC(C)n1c(SCC(=O)Nc2ccc3c(c2)OCO3)nc2c1c(=O)n(C)c(=O)n2C`?
Autophagy HCS: inactive; b-catenin transl: -6.8; MT stabilizer: 3.4; NOD2 inhibition: 10%; WT yeast gro inh: 42; Ins promoter up: -1.1; Dynein transport: -0.51; Yfh1-off respiration: inactive; WT yeast gro inh mutant strain: 19; Dynein transport cytoplasmic EGFP: -0.21; Dynein transport nuclear GR-EGFP: -0.017; Dynein transport cell count: 0.26; Ins promoter up cell count: 1302; b-catenin transl cell count 5 µM: 804; MT stabilizer Hoechst-high %: 1.8; MT stabilizer cytotoxicity %: 5.7; Autophagy HCS cell loss 18 h: -10

How did CC(C)(C)NC(=O)COc1ccc(-c2ccccc2)cc1 do in these assays?
Autophagy HCS: inactive; MT stabilizer: 2.2; Hep lipid drop: 10; NOD2 inhibition: -26%; WT yeast gro inh: -13; Dynein transport: -0.85; Yfh1-off respiration: inactive; WT yeast gro inh mutant strain: -18; Dynein transport cytoplasmic EGFP: -0.25; Dynein transport nuclear GR-EGFP: 0.22; Dynein transport cell count: 0.25; Hep lipid drop cells 6.5 µM: 787; MT stabilizer Hoechst-high %: 1.8; MT stabilizer cytotoxicity %: 5.6; Autophagy HCS cell loss 18 h: -1

What do the screens show for `O=C(CCn1c(=O)oc2ccccc21)N(Cc1ccccc1)c1ccccn1`?
Autophagy HCS: inactive; MT stabilizer: 4.3; WT yeast gro inh: -16; Dynein transport: -0.35; Yfh1-off respiration: inactive; WT yeast gro inh mutant strain: 0; Dynein transport cytoplasmic EGFP: -0.016; Dynein transport nuclear GR-EGFP: -0.45; Dynein transport cell count: -0.072; MT stabilizer Hoechst-high %: 3.0; MT stabilizer cytotoxicity %: 8.5; Autophagy HCS cell loss 18 h: -5

How did CCC1(CC)NC(=O)NC1=O do in these assays?
Autophagy HCS: inactive; MT stabilizer: 2.3; Hep lipid drop: -10; NOD2 inhibition: 0%; WT yeast gro inh: -5; Ins promoter up: -0.4; Dynein transport: -0.17; Yfh1-off respiration: inactive; WT yeast gro inh mutant strain: 4; Dynein transport cytoplasmic EGFP: -0.28; Dynein transport nuclear GR-EGFP: 0.078; Dynein transport cell count: 0.86; Ins promoter up cell count: 1209; Hep lipid drop cells 6.5 µM: 692; MT stabilizer Hoechst-high %: 1.9; MT stabilizer cytotoxicity %: 3.8; Autophagy HCS cell loss 18 h: -1

How did Cc1ccc(C2CC2c2n[nH]c(=S)n2-c2cccc(C)c2)cc1 (stereo not drawn) do in these assays?
Autophagy HCS: inactive; b-catenin transl: -0.5; MT stabilizer: 1.4; Hep lipid drop: -1; NOD2 inhibition: 5%; WT yeast gro inh: 5; Ins promoter up: -0.08; Dynein transport: -0.74; Yfh1-off respiration: inactive; WT yeast gro inh mutant strain: -7; Dynein transport cytoplasmic EGFP: -0.3; Dynein transport nuclear GR-EGFP: -0.26; Dynein transport cell count: 0.19; Ins promoter up cell count: 1438; Hep lipid drop cells 6.5 µM: 674; b-catenin transl cell count 5 µM: 1113; MT stabilizer Hoechst-high %: 1.3; MT stabilizer cytotoxicity %: 2.0; Autophagy HCS cell loss 18 h: -12

What do the screens show for `N#C/C(=C\c1cccc([N+](=O)[O-])c1)c1nnc2n1CCCCC2`?
Autophagy HCS: inactive; b-catenin transl: 0.5; MT stabilizer: 3.0; Hep lipid drop: -9; NOD2 inhibition: 17%; WT yeast gro inh: -8; Ins promoter up: -0.05; Dynein transport: -0.14; Yfh1-off respiration: inactive; WT yeast gro inh mutant strain: 1; Dynein transport cytoplasmic EGFP: -0.25; Dynein transport nuclear GR-EGFP: -0.38; Dynein transport cell count: 0.73; Ins promoter up cell count: 1386; Hep lipid drop cells 6.5 µM: 587; b-catenin transl cell count 5 µM: 966; MT stabilizer Hoechst-high %: 1.9; MT stabilizer cytotoxicity %: 1.1; Autophagy HCS cell loss 18 h: -14

How did CCOC(=O)C1CCN(C(=O)CCn2c(=O)[nH]c3ccsc3c2=O)CC1 do in these assays?
Autophagy HCS: inactive; b-catenin transl: -2.4; MT stabilizer: 3.8; NOD2 inhibition: 8%; WT yeast gro inh: 2; Ins promoter up: -0.6; Dynein transport: -0.13; Yfh1-off respiration: inactive; WT yeast gro inh mutant strain: -11; Dynein transport cytoplasmic EGFP: -0.32; Dynein transport nuclear GR-EGFP: 0.05; Dynein transport cell count: 0.33; Ins promoter up cell count: 1569; b-catenin transl cell count 5 µM: 973; MT stabilizer Hoechst-high %: 1.6; MT stabilizer cytotoxicity %: 3.1; Autophagy HCS cell loss 18 h: -4

Results for COc1ccccc1-c1nnc(NC(=O)c2ccc3ncsc3c2)o1 ?
Autophagy HCS: inactive; b-catenin transl: -0.6; MT stabilizer: 2.4; Hep lipid drop: -2; NOD2 inhibition: -20%; WT yeast gro inh: 12; Ins promoter up: 0.02; Dynein transport: 1; Yfh1-off respiration: inactive; WT yeast gro inh mutant strain: 11; Dynein transport cytoplasmic EGFP: -0.1; Dynein transport nuclear GR-EGFP: 1.3; Dynein transport cell count: -2.8; Ins promoter up cell count: 1238; Hep lipid drop cells 6.5 µM: 628; b-catenin transl cell count 5 µM: 976; MT stabilizer Hoechst-high %: 1.7; MT stabilizer cytotoxicity %: 5.0; Autophagy HCS cell loss 18 h: 11

Results for C/C(=C\C(=O)c1ccccc1)Nc1cccc(O)c1 ?
Autophagy HCS: inactive; b-catenin transl: -2.2; MT stabilizer: 3.3; NOD2 inhibition: -62%; WT yeast gro inh: 85*; Ins promoter up: -0.78; Dynein transport: -1.1; Yfh1-off respiration: inactive; WT yeast gro inh mutant strain: 17*; Dynein transport cytoplasmic EGFP: -0.23; Dynein transport nuclear GR-EGFP: -0.22; Dynein transport cell count: 0.39; Ins promoter up cell count: 1412; b-catenin transl cell count 5 µM: 1008; MT stabilizer Hoechst-high %: 2.3; MT stabilizer cytotoxicity %: 12; Autophagy HCS cell loss 18 h: -10

Results for C/C(=N\NC(=O)Cn1nc(C)cc1C)c1ccc([N+](=O)[O-])cc1 ?
b-catenin transl: 1.4; Hep lipid drop: 5; NOD2 inhibition: 1%; Ins promoter up: -0.06; Dynein transport: 2.3; Yfh1-off respiration: inactive; Dynein transport cytoplasmic EGFP: -0.25; Dynein transport nuclear GR-EGFP: 0.88; Dynein transport cell count: -0.9; Ins promoter up cell count: 1118; Hep lipid drop cells 6.5 µM: 744; b-catenin transl cell count 5 µM: 1297

Results for O=C(NC(=S)N1CCN(C/C=C/c2ccccc2)CC1)c1ccc(Cl)nc1 ?
b-catenin transl: -1.9; Hep lipid drop: -14; NOD2 inhibition: 1%; Ins promoter up: 0.08; Dynein transport: 0.16; Yfh1-off respiration: inactive; Dynein transport cytoplasmic EGFP: -0.3; Dynein transport nuclear GR-EGFP: 0.013; Dynein transport cell count: 0.74; Ins promoter up cell count: 1352; Hep lipid drop cells 6.5 µM: 723; b-catenin transl cell count 5 µM: 1199

Results for CCOC(=O)Nc1cccc2ccccc12 ?
Autophagy HCS: inactive; b-catenin transl: -1.3; MT stabilizer: 1.7; NOD2 inhibition: 4%; WT yeast gro inh: -9; Ins promoter up: 2.3; Dynein transport: -0.17; Yfh1-off respiration: inactive; WT yeast gro inh mutant strain: -9; Dynein transport cytoplasmic EGFP: -0.17; Dynein transport nuclear GR-EGFP: 0.22; Dynein transport cell count: 0.31; Ins promoter up cell count: 864; b-catenin transl cell count 5 µM: 1150; MT stabilizer Hoechst-high %: 3.0; MT stabilizer cytotoxicity %: 9.1; Autophagy HCS cell loss 18 h: 2
